TrxR1 inh = blocks rat thioredoxin reductase 1. O89049. recombinant rTrxR1, NADPH fluorescence consumption, selenite substrate. Potency, µM (highest dose often 114 µM), inactives show at the top dose activity change, negative = inhibition, hits mostly inhibitors. 390,000 tested, 1% active. AID 588453; note: % is set by controls: 0 for no effect and ±100 for the full control effect; nearly all actives have a fitted effect of over 65% in size
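Rat TrxR1 (90 nM in the dispensed reagent) was pre-reduced with 400 uM NADPH for 5 min at room temperature, then incubated with compound for 15 min. After 400 uM selenite was added, NADPH fluorescence (Ex 340/Em 450 nm) was followed for 8 min.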
Pin1 inh = blocks the human prolyl isomerase Pin1 | Q13526 | Pin1 FP peptide displacement, HiFluor488, 10 min | Potency, µM (titrated, usually from 115 µM), without a hit: at the highest dose activity, negative = inhibition, actives largely listed as inhibitors | 390,000 tested, 0.009% active | AID 504891; active = well fitted inhibition curve with a large enough effect in the polarisation, with a control signal flat, not every such curve was filed as active; inconclusive = small, poorly fitted or top-dose-only effect, or effect the other way, or a change in a side signal; inactive = no such curve, though single readings can be large or run the other way; the % refers to the polarisation; note: % is set by controls: 0 for no effect and ±100 for the full control effect
GLS inh = blocks human kidney-isoform glutaminase activity; Potency, µM (highest dose often 45.5 µM), without a hit: at the highest dose activity change, negative = inhibition, hits mostly inhibitors; O94925; 410,000 tested, 0.21% active; GLS enzymatic activity, qHTS titration; AID 624170; note: % is set by controls: 0 for no effect and ±100 for the full control effect
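Two-point fluorescence kinetic (t0, 30 min RT) for hKGA; glutamate detected via glutamate oxidase–HRP–Amplex Red. Substrate: 1 mM L-glutamine solution; buffer 45 mM KH2PO4, pH 8.2.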
12-LOX inh = blocks human arachidonate 12S-lipoxygenase; 580,000 tested, 1.1% active; Potency, µM (highest dose often 108 µM), without a hit: at the highest dose activity change, negative = inhibition, actives largely listed as inhibitors; P18054; purified 12hLO, xylenol orange hydroperoxide absorbance; AID 1671190; note: % is set by controls: 0 for no effect and ±100 for the full control effect
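Purified human 12hLO (150 nM final) in 25 mM Hepes, 0.01% Triton X-100, pH 7.0 was preincubated 15 min at room temperature with compound. Then 40 uM arachidonic acid was added, 30 min. Hydroperoxide was read by Fe-XO absorbance ratio 573/405 nm.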
ERG Ets-DNA blk = inhibitors of human ERG Ets domain-DNA interaction; 370,000 tested, 0.028% active; P11308; AID 624246; fluorescence polarization, His-ERG Ets domain / labelled DNA; Potency, µM (highest dose often 76.9 µM), for the others: at the highest dose FP activity, negative = inhibition, most hits filed as inhibitors; active = well fitted inhibition curve with a large enough effect in the polarisation, with a control signal flat; inconclusive = small, poorly fitted or top-dose-only effect, or effect the other way, or a change in a side signal; inactive = no such curve, though single readings can be large or run the other way; the % refers to the polarisation;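 note: polarization taken with two DNA probes labelled with fluorescein and Texas red; % of control where 0% means no effect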
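His-tagged ERG Ets domain (1 uM in the protein solution; 300mM KCl, 50mM Tris-HCl, 1mM EDTA, 1mM DTT, pH 7.5) received compound, then a probe mix of 5 nM fluorescein-DNA and 100nM Texas-615-DNA. Fluorescence polarization was read for both dyes.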
RGS4 inhibitor = blocks human RGS4-accelerated GTP hydrolysis; P49798; Transcreener GDP fluorescence polarization, RGS4-accelerated GTP hydrolysis; Potency, µM (titrated, usually from 114 µM), for inactives: at the top dose activity change, negative = inhibition, hits mostly inhibitors; 390,000 tested, 0.039% active; note: % is set by controls: 0 for no effect and ±100 for the full control effect; nearly all actives have a fitted effect of over 75% in size; some results filed as inactive show a strong effect at the top dose
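MLSMR compounds (23 nl, pin-transferred) preincubated 10 min at room temperature with a 500nM (2x) first reagent, then RGS4 at 900nM (2x) plus Transcreener GDP mix added; fluorescence polarization (620/688 nm) read before and after 90 min at 30 °C.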
HP1b binding inh = HP1-beta chromodomain-methylated histone interaction inhibition; P83916; AlphaScreen HP1-beta / biotin-H3K9me3 peptide binding; Potency, µM (top dose mostly 114 µM), for inactives: at the highest dose activity change, negative = inhibition, most hits filed as inhibitors; 390,000 tested, 0.56% active; AID 540317; note: nearly all actives have a fitted effect of over 70% in size; inactives centre near 23
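Compound inhibition of the preformed complex between 50 nM HP1-beta and 50 nM biotinylated H3K9me3 peptide was read by AlphaScreen. Buffer was PBS pH 7.4 with 0.01% Tween-20. Incubations ran 30 min at room temperature, with 10 ug/mL donor/acceptor beads.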
JMJD2A Tudor inh = blocks the human JMJD2A Tudor domain. O75164. AlphaScreen JMJD2A-Tudor / H3K4me3 peptide binding. Potency, µM (highest dose often 114 µM), without a hit: top-dose activity change, negative = inhibition, most hits filed as inhibitors. 390,000 tested, 4.4% active; note: % is set by controls: 0 for no effect and ±100 for the full control effect; nearly all actives have a fitted effect of over 50% in size
Target sequence (O75164 whole entry, looked up, the tested form may be a part): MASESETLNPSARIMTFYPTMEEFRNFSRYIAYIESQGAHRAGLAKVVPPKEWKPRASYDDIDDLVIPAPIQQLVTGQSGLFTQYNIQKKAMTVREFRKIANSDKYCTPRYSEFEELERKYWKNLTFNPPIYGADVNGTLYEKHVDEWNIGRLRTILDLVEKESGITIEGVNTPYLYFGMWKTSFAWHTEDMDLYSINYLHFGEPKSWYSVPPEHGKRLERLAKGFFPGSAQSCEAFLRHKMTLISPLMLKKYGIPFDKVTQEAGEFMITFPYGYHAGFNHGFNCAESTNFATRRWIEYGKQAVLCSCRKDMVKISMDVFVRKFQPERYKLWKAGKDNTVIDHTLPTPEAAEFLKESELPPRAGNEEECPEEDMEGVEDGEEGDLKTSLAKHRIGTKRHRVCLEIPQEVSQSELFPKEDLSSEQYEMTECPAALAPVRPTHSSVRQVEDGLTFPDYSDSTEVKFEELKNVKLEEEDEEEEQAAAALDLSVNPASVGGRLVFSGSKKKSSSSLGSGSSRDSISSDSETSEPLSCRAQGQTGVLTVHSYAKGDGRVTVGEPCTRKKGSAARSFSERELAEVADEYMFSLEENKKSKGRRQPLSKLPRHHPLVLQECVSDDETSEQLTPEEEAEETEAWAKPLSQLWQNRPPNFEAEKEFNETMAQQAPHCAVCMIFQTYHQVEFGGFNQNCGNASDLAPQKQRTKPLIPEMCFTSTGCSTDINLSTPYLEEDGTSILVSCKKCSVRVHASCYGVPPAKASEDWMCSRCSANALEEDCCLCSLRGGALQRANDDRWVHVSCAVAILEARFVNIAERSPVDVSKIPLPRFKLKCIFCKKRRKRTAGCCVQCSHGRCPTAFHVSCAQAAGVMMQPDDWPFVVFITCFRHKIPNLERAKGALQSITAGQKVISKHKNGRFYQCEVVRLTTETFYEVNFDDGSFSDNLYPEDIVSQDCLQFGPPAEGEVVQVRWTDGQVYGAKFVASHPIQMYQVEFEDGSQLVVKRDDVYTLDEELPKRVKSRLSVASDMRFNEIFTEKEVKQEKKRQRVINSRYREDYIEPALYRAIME
PGK inhibitor = blocks T. brucei phosphoglycerate kinase; P07378; PGK/GAPDH coupled, Kinase-Glo luminescence, 60 min; Potency, µM (top dose mostly 57.5 µM), for the others: top-dose activity change, negative = inhibition, most hits filed as inhibitors; 380,000 tested, 0.043% active; AID 602233; note: % is set by controls: 0 for no effect and ±100 for the full control effect; nearly all actives have a fitted effect of over 60% in size
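Luminescent ATP detection (Kinase-Glo Plus) follows a 60-minute room-temperature incubation, with wells lacking PGK as controls. Buffer: 100 mM TEA (pH 7.6), 5 mM MgCl2, 0.01% Tween-20. Coupling enzyme GAPDH (100 nM final) supplies unstable 1,3-BPG in-well.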
* marks the source's active call; other numbers are inactive results; i = inactive; ? = inconclusive; nt = not tested or not shown; & = joins results of further samples; [ ] = remark or other dose. Unless noted, calls come from the whole dose curve; as a rule, active = well fitted curve in the direction sought with a large enough effect; inconclusive = small, poorly fitted or top-dose-only effect, or another doubt; inactive = no such curve, though single readings can be large; an effect the other way counts as inactive or inconclusive. Potency is the fitted concentration of half-maximal effect. Some of the compounds tested. The share of hits here may be higher or lower than overall.

GLS inh,HP1b binding inh,PGK inhibitor,Pin1 inh,JMJD2A Tudor inh,RGS4 inhibitor,ERG Ets-DNA blk,12-LOX inh,TrxR1 inh,mol
13%,13%,-3%,47%[activator],-4%,21%,7%,224%[activator],?,COc1ccc(C(=O)NC(=O)CSc2nnc(-c3ccco3)n2-c2ccccc2)cc1
-14%,5%,4%,-11%,-10%,4%,0%,-3%,3%,O=C(Nc1ccc([N+](=O)[O-])cc1)NN1CCCCCC1
15%,-7%,-9%,-6%,?,-13%,-2%,?,?,CCCN1C(C(=O)c2ccccc2)=C(OC(=O)COc2ccc(C)cc2)c2ccccc2S1(=O)=O
-3%,29%,i,-1%,-14%,-17%,-1%,-22%,18%[57.1 µM],CCOc1ccc(-c2nnc(SCC(=O)NC3CCCCC3)nc2-c2ccc(OCC)cc2)cc1
0%,16%,3%,2%,-9%,22%,9%,-6%&0%,27%,Cc1ccc(-c2noc(-c3cc4ccccc4oc3=O)n2)cc1
8%,-1%,0%,-1%,-19%,-29%,-2%,-2%,?,Clc1ccc(CNc2cnccn2)cc1Cl
-16%,7%,0%,11%,-16%,29%,0%,-27%,9%,Cc1ccc(CN2C(=O)C3(SCC(=O)N3c3ccc(C)c(C)c3)c3ccccc32)cc1 (configuration not stated)
47%[activator],-6%,-4%,-26%,?,-21%,-11%,1%,-4%,Nc1ccc2c(c1)-c1ccccc1S(=O)(=O)N2
-4%,25%,i,-8%,-5%,-12%,-1%,-43%,7%[57.1 µM],COc1ccc(N2CCN(c3ncnc4c3cnn4-c3ccc(F)cc3)CC2)cc1
6%,10%,i,5%,-11%,4%,0%,i,3%[57.1 µM],O=C(O)CCC(=O)NCC(=O)c1ccc(F)cc1
11%,21%,4%,32%[activator],-14%,12%,-4%,-20%,13%,COc1ccc(C)cc1-n1nnc(S(=O)(=O)c2ccc(C)cc2)c1C
2%,45%[activator],-5%,-8%,14%,8%,9%,-13%,13%,O=C(COC(=O)c1cccc(Br)c1)NC(=O)NC1CCCC1
-3%,7%,-17%,121%[activator],-14%,?,1%,i,3%,O=C(N/N=C/C(Cl)=C/c1ccccc1)c1ccc2c(c1)OCO2
11%,17%,-6%,-1%,-12%,4%,-5%,-3%,0%,O=c1cc(N2CCc3ccccc32)[nH]c(=O)n1-c1ccccc1Cl
6%,24%,-9%,0%,-1%,-2%,0%,-15%,15%,Cc1nc(SC(C)C(=O)Nc2ccccc2C)cc(-c2ccccc2)n1 (configuration not stated)
12%,29%,1%,?,-13%,10%,3%,3%,11%,CCOc1ccccc1NC(c1nnc(-c2ccccc2)o1)c1ccc(F)cc1Cl (configuration not stated)
2%,35%,6%,2%,-6%,0%,-5%,0%,6%,CC1CCCCN1C(=O)c1ccc(OC2CCN(S(=O)(=O)N(C)C)CC2)cc1 (configuration not stated)
-7%,14%,i,2%,-9%,-13%,-2%,0%,27%,CC(C)NC(=O)c1c(O)c2cccc3c2n(c1=O)CCC3
6%&1%,21%&2%,14%&-6%,-4%&1%,-9%&4%,10%&-8%,-2%&3%,27%&-21%,5%,O=C(Nc1ccc(Cl)cc1)N1CCC(c2ccccc2)C1 (configuration not stated)
-4%,47%[activator],-6%,-3%,-11%,25%,4%,-4%,9%,O=C(Nc1ccc(F)cc1)Nc1csc2c1CCCC2
1%,12%,-4%,18%,-8%,11%,3%,-42%,3%,CSc1ncc(C(=O)NCc2ccc(C)cc2)c(C)n1
2%,43%,i,21%,-11%,?,1%,?,9%[57.1 µM],COCC(C)n1c(SCc2nc(N)nc(Nc3ccccc3C)n2)nc2ccccc2c1=O (configuration not stated)
10%,29%,-1%,-3%,-10%,2%,-3%,8%,29%[57.1 µM],COC(=O)c1ccc(N2CCN(c3ccccc3)CC2)c(N)c1
6%,20%,nt,-3%,-34%,-7%,3%,0%,-12%,COc1ccc(C(=O)CC(=O)C(=O)Nc2cc(OC)c(OC)c(OC)c2)cc1
4%,63%[activator],-1%,3%,-11%,1%,2%,-27%,18%,CC(C)N(Cc1ccccc1)C(=O)CCS(=O)(=O)c1cc2c(cc1Cl)NC(=O)CO2
1%,75%[activator],nt,3%,5%,-43%,-5%,-12%,13%,CN(C)c1ncc(S(=O)(=O)c2ccccc2)c(=O)[nH]1
8%,17%,7%,-3%,-5%,14%,-8%,0%,17%[57.1 µM],CS(=O)(=O)N1CCCC(C(=O)Nc2ccc(F)cc2)C1 (configuration not stated)
-8%,15%,i,-8%,-11%,20%,-1%,-28%,2%[57.1 µM],Cc1cccc(C(=O)Nc2ccc(C(=O)OCc3cc(=O)n4c5c(sc4n3)CCCC5)cc2)c1
1%,31%,i,0%,-29%,-26%[56.9 µM],11%,?,0%,CCOc1cc(/C=C/C(=O)Nc2ccc(C(=O)NCCN(CC)CC)cc2)ccc1OCC(C)C
1%,37%,3%,-1%,-3%,0%,0%,-4%,11%,CC(=O)c1cccc(NC(=O)C23CC4CC(C2)CC(n2cncn2)(C4)C3)c1
22%,20%,-5%,3%,-17%,3%,0%,-13%,20%,Cc1ccc2nc(-c3ccncc3)c(Nc3ccccc3C)n2c1
6%,19%,2%,1%,-13%,3%,3%,15%,-4%,O=C(Nc1ccc(-n2cnnn2)cc1)C1CCCN1C(=O)NC1CCCCC1 (configuration not stated)
-9%,42%[activator],i,2%,-21%,-11%,2%,-11%,-3%,COc1ccc(OCC(=O)N2CCN(C(=O)c3cc(OC)c(OC)c(OC)c3)CC2)cc1
-4%,50%[activator],-2%,-8%,-16%,17%,1%,4%,20%,COCCCNc1ncnc2nc[nH]c12
-3%,37%,-5%,-10%,-18%,13%,4%,-7%,33%,CC(C)=CCCC(C)CN1CCC(n2nccc2NC(=O)c2ccccc2)CC1 (configuration not stated)
1%,47%[activator],nt,1%,0%,-27%,-8%,69%[activator],13%,Cc1ccc(CNc2cnccn2)s1
-6%,6%,4%,-9%,-6%,36%,1%,23%,3%,CCOc1ccc(-c2nnc(SCC(=O)N3CCCC3)o2)cc1
1%,11%,-10%,-1%,-26%,-17%,-8%,1%,14%,O=C(N/N=C/c1cccc2ccccc12)c1ccc(CN2CCOCC2)cc1
1%,21%,-3%,-1%,-19%,38%,-5%,7%,9%,Cc1ccc(S(=O)(=O)N(C)C)cc1NC(=O)COC(=O)CNC(=O)C12CC3CC(CC(C3)C1)C2
1%,-9%,i,6%,-30%[57.1 µM],-15%,-27%,-16%,-4%[57.1 µM],C=CCn1c(O)c(N=NC(=S)Nc2ccccc2F)c2cc(S(=O)(=O)N3CCOCC3)ccc21
-4%,16%,-2%,16%,-18%,24%,0%,-7%,33%,Cc1ccc(C)c(N2CCN(C(=O)c3ccc4c(=O)n(CCc5ccccc5)c(=O)[nH]c4c3)CC2)c1
1%,52%[activator],-11%,-6%,-21%,-5%[56.9 µM],1%,-2%,18%[57.1 µM],CC(=O)Nc1ccc(S(=O)(=O)N2CCC(C(=O)Nc3nccs3)CC2)cc1
0%,30%,-2%,-14%,-32%,-11%,-4%,-21%,19%,Cc1ccc(N(C(C)C(=O)O)S(=O)(=O)c2c(C)[nH]c(=O)[nH]c2=O)cc1 (configuration not stated)
4%,13%,2%,2%,-1%,-31%,-6%,7%,5%,CCOc1ccc(NC(=O)CCSc2ccc3ccccc3n2)cc1
2%,24%,-1%,4%,3%,-5%,1%,17%,24%[57.1 µM],Cc1cc(NC(=O)c2c(-c3c(Cl)cccc3Cl)noc2C)n(C)n1
25%,10%,i,-5%,?,1%,-3%,-20%,-6%,NNC(=S)NCc1cccnc1
11%,26%,-3%,21%,-6%,24%,12%,8%,14%[57.1 µM],O=C(/C=C/c1ccc(S(=O)(=O)N2CCOCC2)cc1)N1CCCCC1
0%,70%[activator],-11%,6%,13%,-13%,-2%,-4%,21%,O=C(OCc1ccccn1)c1ccc(COc2ccc3ccccc3c2)o1
-4%,27%,-3%,-4%,-23%,10%,0%,0%,2%,Cc1ccc(C(=O)CSc2nnc(-c3ccccc3N)n2C)cc1C
-7%,-18%,-7%,-9%,-10%[11.4 µM],-12%[11.4 µM],8%,-15%,?,O=C1CN(C(=O)CSc2nnc(C3CC3)n2-c2ccccc2)c2ccccc2N1
34%&20%[activator],23%&25%,5%&-11%,-4%&-9%,-6%&-21%,-27%&-34%,-3%&-4%,?,3%&1%,CCOc1nc(NC(=O)NS(=O)(=O)Oc2ccccc2Cl)nc(-c2ccccc2)n1
-2%,32%,i,2%,-17%,2%,10%,4%,8%,Cc1cccc(OCC(=O)Nc2ccc(S(=O)(=O)Nc3ccccn3)cc2)c1
?,?,i,2%,?,-66%[11.4 µM],-7%,82%[activator],16%[57.1 µM],Cc1oc2c(c1C(=O)Nc1cccc3ccccc13)CCCC2
15%,?,-8%,33%[activator],?,?,12%,-25%,-9%,COCc1cc(CN2CCCC(C(=O)Nc3ccc(-c4ccco4)cc3)C2)ccc1OC (configuration not stated)
0%,26%,2%,-1%,-18%,-4%,-11%,3%,4%,O=C(CCC(=O)N1CCCCCC1)Nc1ccc([N+](=O)[O-])cc1

Bioassay records: PubChem, National Center for Advancing Translational Sciences (NCATS)
